# RXFP1 antagonist = qHTS Assay for Antagonists of the Relaxin Receptor RXFP1 | activity change, negative = inhibition, % at 57.5 µM | 350,000 tested, 0.59% active | AID 1259400, 2018 | HEK293-RXFP1, relaxin-stimulated cAMP HTRF, 30 min; active compounds read low;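 active = activity change of -60% or lower, but not beyond a set lower limit; inconclusive = change between -60% and -40%, or beyond the set limit; inactive = change above -40%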; note: % is set by controls: 0 for no effect and ±100 for the full control effect
# Target sequence (Q9HBX9 whole entry, looked up): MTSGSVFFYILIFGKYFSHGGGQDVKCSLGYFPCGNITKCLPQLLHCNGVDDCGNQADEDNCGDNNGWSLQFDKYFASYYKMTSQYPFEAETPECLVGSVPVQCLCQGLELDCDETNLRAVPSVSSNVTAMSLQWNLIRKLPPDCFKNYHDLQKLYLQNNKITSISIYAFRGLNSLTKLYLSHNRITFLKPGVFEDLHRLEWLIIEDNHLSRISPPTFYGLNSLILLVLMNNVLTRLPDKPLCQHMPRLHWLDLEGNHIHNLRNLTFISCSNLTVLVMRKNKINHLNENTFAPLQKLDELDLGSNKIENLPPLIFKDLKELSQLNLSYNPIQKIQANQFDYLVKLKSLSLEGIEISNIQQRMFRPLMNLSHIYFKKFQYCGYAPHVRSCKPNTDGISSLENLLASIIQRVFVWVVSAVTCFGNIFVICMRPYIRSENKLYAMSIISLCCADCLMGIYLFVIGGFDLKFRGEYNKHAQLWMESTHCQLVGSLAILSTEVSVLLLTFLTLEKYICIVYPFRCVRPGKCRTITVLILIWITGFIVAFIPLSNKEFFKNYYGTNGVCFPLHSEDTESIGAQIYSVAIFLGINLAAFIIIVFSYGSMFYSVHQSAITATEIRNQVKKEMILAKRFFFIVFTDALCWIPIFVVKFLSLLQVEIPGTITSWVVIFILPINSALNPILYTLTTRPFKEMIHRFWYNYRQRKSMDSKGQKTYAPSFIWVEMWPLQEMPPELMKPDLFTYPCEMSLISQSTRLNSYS
# Pol kappa inh = qHTS for Inhibitors of Polymerase Kappa; 400,000 tested, 0.53% active; Potency, µM (highest dose often 107 µM), for the others: top-dose activity, negative = inhibition, hits mostly inhibitors; DNA polymerase kappa (Homo sapiens), Q9UBT6; purified Pol kappa, fluorescent DNA synthesis assay, 10 min; note: potency is the fitted concentration of half-maximal effect; % is set by controls: 0 for no effect and ±100 for the full control effect
#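 10 nM Pol kappa was preincubated with compounds for 15 min at room temperature. Reaction started with 50 nM (final) substrate. Fluorescence read kinetically at 0 and 10 min.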
# Pol beta inh = qHTS Assay for Inhibitors of DNA Polymerase Beta. P06746. 340,000 tested, 1.3% active. Pol beta primer extension/strand displacement, fluorescence kinetic. Potency, µM (highest dose often 114 µM), for the others: at the top dose activity change, negative = inhibition, most hits filed as inhibitors. AID 485314, 2010; note: potency is the fitted concentration of half-maximal effect; % is set by controls: 0 for no effect and ±100 for the full control effect
#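 Kinetic readout of DNA synthesis with strand displacement by Pol beta. Compound and 10 nM enzyme sit 15 min at room temperature; 50 nM substrate starts the reaction, read immediately and at 10 min.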
# APE1 inh = qHTS Assay for Inhibitors of the Human Apurinic/apyrimidinic Endonuclease 1 (APE1); recombinant APE1, TAMRA/BHQ-2 abasic DNA cleavage fluorescence; Potency, µM (top dose mostly 65.8 µM), inactives show at the highest dose activity change, negative = inhibition, most hits filed as inhibitors; 350,000 tested, 0.35% active;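 note: potency is the fitted concentration of half-maximal effect; plate controls were vehicle for no effect and reference inhibitor for full effect; nearly all actives have a fitted effect of over 55% in size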
# Target sequence (P27695 whole entry, looked up): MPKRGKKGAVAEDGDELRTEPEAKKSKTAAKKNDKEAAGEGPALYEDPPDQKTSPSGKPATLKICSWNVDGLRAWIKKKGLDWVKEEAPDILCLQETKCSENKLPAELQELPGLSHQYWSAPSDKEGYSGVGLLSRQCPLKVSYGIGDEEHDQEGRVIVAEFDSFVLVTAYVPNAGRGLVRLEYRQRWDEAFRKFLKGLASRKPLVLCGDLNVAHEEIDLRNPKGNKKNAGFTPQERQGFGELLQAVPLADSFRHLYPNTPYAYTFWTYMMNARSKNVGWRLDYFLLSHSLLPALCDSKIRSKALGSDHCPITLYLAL
#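 Endonuclease cleavage of a quenched abasic-site DNA duplex (50 nM) by APE1 (0.75 nM) was tracked by TAMRA dequenching. Compounds were preincubated with enzyme 15 min at room temperature; data normalized to buffer-only and DMSO wells plus NSC13755 control.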
# Pol iota inh = qHTS for Inhibitors of Polymerase Iota. Potency, µM (top dose mostly 115 µM), without a hit: at the top dose activity, negative = inhibition, most hits filed as inhibitors. DNA polymerase iota (Homo sapiens), Q9UNA4. 390,000 tested, 1% active. Pol iota fluorescent replication assay, 10 min; note: potency is the fitted concentration of half-maximal effect
#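 Fluorescent replication assay read twice, at 0 min and 10 min after adding 50 nM (final) substrate. Enzyme (10 nM) and compounds were first incubated 15 min at room temperature; enzyme-free buffer wells were negative controls.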
# POLH inh = qHTS for Inhibitors of Polymerase Eta; DNA polymerase eta (Homo sapiens), Q9Y253; recombinant Pol eta, fluorescent DNA replication assay; Potency, µM (doses to about 114 µM), for inactives: top-dose activity change, negative = inhibition, hits mostly inhibitors; 390,000 tested, 1.2% active; AID 588591, 2011; note: potency is the fitted concentration of half-maximal effect; % is set by controls: 0 for no effect and ±100 for the full control effect
#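 Pol eta (10 nM) was preincubated with compounds for 15 min at room temperature, after which fluorescent replication substrate (50 nM final) was added to start the reaction. Fluorescence was read kinetically at 0 and 10 min.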
# Tb PGK inh = qHTS Assay to Find Inhibitors of Phosphoglycerate Kinase. Phosphoglycerate kinase, glycosomal (Trypanosoma brucei brucei), P07378. PGK/GAPDH coupled, Kinase-Glo luminescence, 60 min. Potency, µM (top dose mostly 57.5 µM), inactives show at the highest dose activity change, negative = inhibition, hits mostly inhibitors. 380,000 tested, 0.043% active. AID 602233, 2012; note: potency is the fitted concentration of half-maximal effect; % is set by controls: 0 for no effect and ±100 for the full control effect; nearly all actives have a fitted effect of over 60% in size
#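 Recombinant glycosomal PGK reaction used 1,3-bisphosphoglycerate generated in-well by GAPDH (100nM final) in 100mM TEA pH 7.6, 5mM MgCl2, 0.01% Tween-20. After 60 minutes at room temperature, ATP was read by Kinase-Glo Plus luminescence end-point.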
# BLM helicase inh = qHTS Assay for Inhibitors of Bloom's syndrome helicase (BLM); 350,000 tested, 0.2% active; recombinant BLM DNA unwinding, fluorescence dequenching; AID 2528, 2010; Potency, µM (series often up to 56.1 µM), for inactives: top-dose activity change, negative = inhibition, most hits filed as inhibitors;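 note: potency is the fitted concentration of half-maximal effect; plate controls were vehicle for no effect and no enzyme for full effect; nearly all actives have a fitted effect of over 35% in size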
# Anesthetic bind = qHTS Assay for Identification of Novel General Anesthetics; apoferritin/1-aminoanthracene competitive binding, fluorescence; Potency, µM (top dose mostly 77.5 µM), inactives show at the highest dose activity change, negative = displacement, hits mostly inhibitors; 350,000 tested, 0.074% active; AID 485281, 2010; note: potency is the fitted concentration of half-maximal effect; % is set by controls: 0 for no effect and ±100 for the full control effect; nearly all actives have a fitted effect of over 20% in size
#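 Concentration-response curves derived by four-parameter Hill fitting of normalized fluorescence, where compounds displaced 1-AMA from 10 uM horse apoferritin following a brief 10 min room-temperature incubation; propofol titration acted as positive control.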
# Numbers without * were called inactive; i = inactive; ? = inconclusive; nt = no result given; [ ] = dose if it differs, or a comment. Unless noted, calls come from the whole dose curve; as a rule, active = well fitted curve in the direction sought with a large enough effect; inconclusive = small, poorly fitted or top-dose-only effect, or another doubt; inactive = no such curve, though single readings can be large; an effect the other way counts as inactive or inconclusive. Not all compounds are listed; the hit share may differ from the screen's.
SMILES,Pol beta inh,APE1 inh,RXFP1 antagonist,POLH inh,Anesthetic bind,Pol iota inh,Pol kappa inh,Tb PGK inh,BLM helicase inh
c1ccc(CC2CCN(c3ncnc4sccc34)CC2)cc1,3%,-11%,-10,-9%,-4%,35%[activator],5%,-7%,-14%
NC(=O)C1CCN(c2nc(-c3ccc4occc(=O)c4c3)cs2)CC1,nt,?,nt,-13%,nt,8%,-3%,-3%,nt
CCCc1[nH]nc2c1C(c1cccnc1)C(C#N)=C(N)O2 (stereo not drawn),39%,1%,-4,-10%,-6%,2%,2%,-6%,0%
COC(=O)N1CCCc2cc(S(=O)(=O)N3CCN(c4ccccc4)CC3)ccc21,-3%,nt,nt,-12%,67%[activator],-2%,-2%,i,-10%
Cc1ccc(OCC(=O)Nc2ccc(O)c(-c3nc4ccccc4o3)c2)cc1,-12%,-2%,10,-13%,3%,11%,-9%,-4%,-2%
COc1ccc2c(c1)CCc1c(C(=O)Nc3c(C)nn(Cc4ccccc4Cl)c3C)noc1-2,23%,nt,-17,-10%,2%,-3%,7%,0%,-8%
CCN(CC)CCCNC(=O)c1nn(C)c2c1CSc1ccccc1-2,-7%,nt,-7,0%,-9%,-9%,-4%,0%,-15%
Cc1ccc(N2CC(NC(=O)CCc3ccccc3)CC2=O)cc1C (stereo not drawn),-2%,nt,-5,-12%,-6%,19%,-5%[60.1 µM],8%,1%
CCCNC(=O)Nc1ccc2c(c1)nc(C)n2C,4%,2%,1,-5%,-9%,9%,-1%,8%,1%
O=C(CCc1ccccc1)NC(=S)Nc1cccc(Br)c1,13%,6%,nt,-20%,3%,10%,-9%,7%,-9%
O=C(NCC1COc2ccccc2O1)c1cccc(S(=O)(=O)N2CCOCC2)c1 (stereo not drawn),nt,6%,-8,-15%,nt,38%[activator],-16%,1%,nt
CC(C)CC1NC(=O)N(CC(=O)N2CCN(S(=O)(=O)c3ccccc3)CC2)C1=O (stereo not drawn),-2%,?,-5,8%,-6%,2%,4%,-2%,0%
COc1ccc(-c2[nH]c(-c3ccc(OC)c(OC)c3)nc2SCC(=O)Nc2ccccc2)cc1,-22%,nt,-13,-3%,-6%,?,-29%,-1%,-7%
O=C1C2C3C=CC(C3)C2C(=O)N1c1ccc(Cc2ccncc2)cc1 (stereo not drawn),19%,5%,2,6%,?,-7%,-12%,-6%,1%
CCOC(=O)N1CCC(N2Cc3cccc(C(=O)Nc4ccc(CC)cc4)c3C2=O)CC1,2%,2%,-1,-10%,-15%,30%[activator],-9%,-5%,-13%
COc1ccccc1CCNC(=O)C(=O)NCC(c1ccc2c(c1)OCO2)N1CCOCC1 (stereo not drawn),-2%,nt,-10,13%,4%,-22%,-11%[60.1 µM],1%,1%
CC1CCCC(C)N1C(=O)C1CCCCC1 (stereo not drawn),33%,-4%,0,-14%,-9%,20%,-4%,i,-1%
O=C(C1CC1)N1CCc2cc(S(=O)(=O)N3CCN(c4ccccc4)CC3)ccc21,46%,-16%,5,-10%,-5%,36%,4%,i,-1%
C=C(Cl)COC(=O)[C@H]1C2C=CC(C2)C1C(=O)O (stereo partly drawn),1%,0%,-3,-11%,10%,-2%,15%,5%,-2%
CC12CCC(=O)C=C1CCC1C2CCC2(C)C1CC1C3C(=O)N(Cc4ccccc4)C(=O)C3CC(=O)C12 (stereo not drawn),nt,nt,-16,-13%,nt,22%,-3%,i,nt
CCOc1c(Cl)cc(/C=C/C(=O)N(CC)CC(=O)Nc2ccc(NC(C)=O)cc2)cc1OC,nt,5%,3,-22%,nt,24%,-6%,-9%,nt
COc1ccc(OC)c(CNC(=O)c2cc3c(=O)oc4ccc(C)cc4c3s2)c1,6%,nt,nt,-23%,2%,?,?,4%,-1%
Cc1nn(C)c(C)c1N=Cc1c(O)ccc2ccccc12,4%,-4%,2,-4%,-7%,-13%,-14%,i,0%
O=C(c1ccc(F)cc1)N(Cc1cccs1)C1CCS(=O)(=O)C1 (stereo not drawn),26%,9%,-4,-8%,-2%,-18%,-4%,i,4%
CC(C)c1ccc(/C=N/n2c(COc3ccccc3)n[nH]c2=S)cc1,?,-23%,-61*,-22%,?,74%[activator],-23%,-4%,-15%

# 3 of the entries above in order of their number in RXFP1 antagonist, falling:
Structure	Pol beta inh	RXFP1 antagonist	POLH inh	Pol iota inh	Pol kappa inh	Tb PGK inh	BLM helicase inh
CC1CCCC(C)N1C(=O)C1CCCCC1 (stereo not drawn)	33%	0	-14%	20%	-4%	i	-1%
Cc1ccc(N2CC(NC(=O)CCc3ccccc3)CC2=O)cc1C (stereo not drawn)	-2%	-5	-12%	19%	-5%[60.1 µM]	8%	1%
CC12CCC(=O)C=C1CCC1C2CCC2(C)C1CC1C3C(=O)N(Cc4ccccc4)C(=O)C3CC(=O)C12 (stereo not drawn)	nt	-16	-13%	22%	-3%	i	nt

# New compounds follow:
SMILES,Pol beta inh,APE1 inh,RXFP1 antagonist,POLH inh,Anesthetic bind,Pol iota inh,Pol kappa inh,Tb PGK inh,BLM helicase inh
CCC(=O)Nc1ccc(C(=O)NNC(=O)C(c2ccccc2)c2ccccc2)cc1,45µM*,10%,-16,?,2%,-63%,-25%,-13%,?
NC(=O)CC(NC(=O)c1ccccc1)c1ccc(NCCc2ccc(F)cc2)c([N+](=O)[O-])c1 (stereo not drawn),-2%,-2%,nt,-18%,4%,29%,3%,-4%,-4%
CCOCCCNc1nc2c(S(=O)(=O)c3ccc(CC)cc3)nnn2c2ccc(Cl)cc12,-3%,nt,-8,-10%,6%,26%,12%,0%,-3%
O=C(Cc1ccccc1)N1CCCC(c2nc(-c3cccs3)no2)C1 (stereo not drawn),26%,1%,-5,-13%,1%,3%,-4%,3%,-3%
Cc1ccc(C(C(=O)NC(C)(C)C)N(CC2CCCO2)C(=O)c2csnn2)cc1 (stereo not drawn),26%,38%,11,-6%,-5%,87%[activator],-23%,i,-9%
S=C(Nc1ccccc1)Nc1cc(Cl)ccc1Oc1ccccc1,2%,-3%,1,-18%,?,13%,-8%,-3%,-9%
CCC(C)NC(=O)Cn1nc(C(F)(F)F)c2c1CCC2 (stereo not drawn),4%,12%,-3,-9%,-15%,-9%,5%,-5%,-2%
CCOc1ccccc1NC(=O)c1ccc2c(=O)n3c(nc2c1)CCCCC3,4%,10%,15,0%,6%,-6%,0%,-8%,1%
COC(=O)c1cc(NC(=O)Nc2ccc3snnc3c2)cc(C(=O)OC)c1,?,nt,nt,-19%,-15%,?,-4%,i,?
Cc1cc(C)nc(NC(=O)c2c(-c3ccccc3Cl)noc2C)c1,-29%,17%,7,-14%,5%,39%[activator],-19%,i,5%
CC/C(=N/Nc1ccccc1Cl)c1cnnc(-c2ccccc2)n1,-16%,2%,2,-6%,-8%,-3%,-7%,-5%,1%
O=C(c1ccc(-c2cccc(C(F)(F)F)c2)o1)N1CCCC(C(F)(F)F)C1 (stereo not drawn),nt,-32%,-2,-29%,nt,4%,-9%,0%,nt
COc1cccc2sc3ccc(NCCC4CCCN4C)cc3c(=O)c12 (stereo not drawn),-24%,-28%,nt,?,-3%,?,-11%,-2%,3%
CCc1nn(CC(=O)NCCCN(CC)Cc2ccccc2)c(=O)c2cc3sccc3n12,5%,-1%,-15,-7%,-6%,44%[activator],-5%[60.1 µM],i,5%
O=C1c2ccccc2NC(c2cccc(F)c2)N1Cc1ccco1 (stereo not drawn),7.9µM*,7.9µM*,-12,-6%,-9%,8%,-18%,nt,?
COc1ccc(C2=NN(CC(=O)NCCCN(C)c3ccccc3)C(=O)CC2)cc1,2%,nt,-19,-23%,?,-6%,-8%[60.1 µM],-6%,1%
O=C(CSc1nc2ccccc2[nH]1)N=Nc1c(O)[nH]c2ccccc12,-1%,6%,nt,4%,4%,-9%,-24%,-2%,5%
Cn1cnnc1SCC(=O)NN1C(=O)NC(C)(c2ccccc2)C1=O (stereo not drawn),0%,6%,-6,-7%,4%,-11%,0%,0%,1%
C/C(=N\NC(=O)CC1N=C(Cc2ccccc2)NNC1=O)c1ccc(Cl)cc1Cl (stereo not drawn),6%,-3%,-2,1%,?,13%,-2%,9%,0%
Cc1nc2nc(-c3ccco3)[nH]n2c(=O)c1C,-1%,8%,-20,-8%,-11%,6%,-16%,-1%,-1%
COc1ccc(NC(=S)NCCSc2ccc(Cl)cc2)c(OC)c1,?,5%,-3,?,9%,6%,-2%,i,-8%
Cc1cccc(NC(=O)NNC(=O)c2ccc3ccccc3c2O)c1,0%,18%,-2,-16%,2%,31%,-6%,i,-18%
CCn1c2ccccc2c2nnc(SCC(=O)NC(CC(C)C)C(=O)OC)nc21 (stereo not drawn),7%,15%,-12,0%,-12%,-3%,2%,-7%,-3%
Cc1ccc(N2CCN(S(=O)(=O)c3cc(C(=O)Nc4cc(Cl)cc(Cl)c4)ccc3F)CC2C)cc1 (stereo not drawn),-1%,nt,-11,0%,-4%,10%,-5%[60.1 µM],3%,-12%
COCCN(C(=O)COC(=O)CCc1nc2ccccc2s1)c1c(N)n(Cc2ccccc2)c(=O)[nH]c1=O,8%,10%,-7,-5%,-2%,9%,-17%,-3%,0%
O=C1C=C(c2ccc3ncccc3c2)C[C@@H](c2ccc(F)cc2)C1,nt,-14%,nt,-8%,nt,31%,6%,0%,nt
CCc1nnc(NC(=O)c2cccc(S(=O)(=O)N3CCN(C(C)=O)CC3)c2)s1,nt,20%,5,-12%,nt,?,6%,-8%,nt
CCCCOc1ccccc1C1CC(=O)Nc2cc(C)c(C)cc21 (stereo not drawn),-1%,nt,-33,-17%,-4%,-10%,-18%[60.1 µM],0%,-10%

# Screening results (PubChem BioAssay)
